# NOD1 NF-kB reporter: inhibition of NOD1-driven NF-kB reporter – cell-based, luminescence, uHTS, primary screen (AID 1578). inhibition, % at 4 µM, or EC50 in µM where a hit was titrated. NOD1-driven NF-kB luciferase reporter cells, luminescence; higher % means a stronger effect. 290,000 tested, 1% active; in the data active = inhibition mostly above about 36%, no sharp cut-off; inactive = mostly below about 34%;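 note: HEK-293T reporter cells stimulated with the NOD1 agonist gamma-tri-DAP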
# GPR55 activation: GPR55 agonists via beta-arrestin recruitment, primary screen, imaging, U2OS cells, beta-arrestin-GFP redistribution (AID 1961); activation, % at 10 µM, or EC50 in µM where a hit was titrated; U2OS GPR55 beta-arrestin-GFP redistribution imaging; higher % means a stronger effect; 290,000 tested, 0.048% active;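 active = activation above 40% with more than 50 cells counted in the well; inconclusive = wells holding fewer than 50 cells, flagged as toxic or sparse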;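 note: U2OS osteosarcoma cells stably expressing GPR55 and beta-arrestin-GFP; plate controls were DMSO negative control for no effect and LPI positive control for full effect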
# KOR beta-arrestin-1: kappa opioid receptor blockers – cell-based, luminescence, uHTS (AID 1778) | 290,000 tested, 0.091% active | KOR beta-arrestin recruitment, luminescence, antagonist mode; higher % means a stronger effect | one-dose inhibition, % at 10 µM; IC50 in µM for titrated hits; in the data active = inhibition above about 50%; note: strong numbers were not always called active
# KOR beta-arrestin-2: KOR agonists, beta-arrestin recruitment, primary screen, cell-based, luminescence, uHTS (AID 1777). KOR beta-arrestin recruitment, luminescence; higher % means a stronger effect. activation, % at 10 µM, or EC50 in µM where a hit was titrated. 280,000 tested, 0.02% active; in the data active = activation above about 50%, passing the limit was not always enough; note: a part of the inactive calls stands beside numbers as strong as those of hits
# UTI89 phage lysis: inhibition of K1F phage lysis, E. coli UTI89, bacterial capsule biogenesis inhibitors, alamar blue (AID 488966) | one-dose inhibition, % at 100 µM; IC50 in µM for titrated hits | 340,000 tested, 0.02% active | E. coli UTI89 K1F phage lysis, alamar blue, 2 h; higher % means a stronger effect;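 active = phage lysis inhibition, versus mean bacterial control, above a set limit; inconclusive = no clear call, values can overlap the other calls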;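 note: capsule biogenesis inhibitors block K1F phage lysis so surviving cells raise fluorescence; higher fluorescence means more inhibition of phage lysis; actives were called in the ten point dose series up to 300 µM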
# NTR1 ag: NTR1-driven beta-arrestin-GFP spot formation – imaging, U2OS cells, high content, primary screen (AID 493036); 330,000 tested, 0.17% active; agonist mode; activation, % at 20 µM; P30989;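 active = activation at or above 40% of the spot to cytoplasm intensity ratio, with at least 20 cells analyzed; inconclusive = wells under 20 cells, flagged as cytotoxic or low count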;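 note: 0% = DMSO without peptide and 100% = 100 nM NTR1 peptide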
# Target sequence (P30989 whole entry, looked up): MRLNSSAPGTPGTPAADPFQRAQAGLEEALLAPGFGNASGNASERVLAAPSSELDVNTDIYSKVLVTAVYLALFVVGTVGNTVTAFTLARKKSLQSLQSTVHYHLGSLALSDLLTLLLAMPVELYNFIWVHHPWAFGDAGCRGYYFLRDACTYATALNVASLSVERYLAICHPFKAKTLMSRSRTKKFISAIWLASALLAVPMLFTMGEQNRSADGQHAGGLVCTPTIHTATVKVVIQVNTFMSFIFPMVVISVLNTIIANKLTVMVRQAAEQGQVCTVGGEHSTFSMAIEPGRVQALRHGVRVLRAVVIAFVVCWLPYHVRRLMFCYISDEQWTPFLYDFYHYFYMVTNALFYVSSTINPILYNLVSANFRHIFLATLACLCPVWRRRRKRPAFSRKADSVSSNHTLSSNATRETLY
# GPR55 LPI antagonism: GPR55 antagonists blocking LPI-driven arrestin recruitment, primary screen, imaging, U2OS, beta-arrestin-GFP, LPI agonist (AID 2013) | U2OS GPR55 beta-arrestin-GFP translocation imaging, LPI antagonism; higher % means a stronger effect | one-dose inhibition, % at 10 µM; IC50 in µM for titrated hits | 290,000 tested, 0.13% active;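 active = spots per cell inhibited over 60%, with over 100 cells counted and total cytoplasm intensity under 500,000; inconclusive = wells with under 100 cells, flagged as likely toxic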;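 note: U2OS cells stably carrying GPR55 and arrestin-GFP stimulated by 5 µM LPI near EC80; imaged beta-arrestin-GFP aggregate spots per cell after agonist stimulation; plate controls were LPI-stimulated DMSO wells for no effect and DMSO wells without LPI for full effect; some results filed as inactive read as strong as hits; confirmed hits need IC50 under 10 µM and bright autofluorescent wells are also inconclusive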
# MgcRacGAP inhibition: MgcRacGAP GTPase-activating activity inhibitors, confirmation, biochemical, ADP Hunter fluorescence; MgcRacGAP-stimulated Rac1 GTP hydrolysis, ADP Hunter fluorescence; higher % means a stronger effect; GST-tagged Rac1 F28L mutant substrate; AID 624330; inhibition, % at 30 µM, or IC50 in µM where a hit was titrated; 340,000 tested, 0.6% active;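 active = first-screen hits whose inhibition reached a set limit at any dose in the follow-up dose series; inconclusive = inhibition above the set first-screen limit but never retested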;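 note: fluorescence reports GDP produced by GAP-driven GTP hydrolysis; strong numbers were not always called active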
# GPR35 antagonists: inhibition of zaprinast-stimulated GPR35 beta-arrestin translocation – imaging, U2OS, beta-arrestin-GFP, zaprinast agonist, primary screen (AID 2058); U2OS GPR35 beta-arrestin-GFP translocation imaging, zaprinast antagonism; higher % means a stronger effect; one-dose inhibition, % at 10 µM; IC50 in µM for titrated hits; 290,000 tested, 0.052% active;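 active = inhibition of at least 50% with at least 30 cells and total cytoplasm GFP at most 10,000,000; inconclusive = under 30 cells or total GFP of 10,000,000 plus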
# NTR1 ag cell count 20 µM: recorded beside NTR1 ag, whose call it bears; cell count; measured here: cell count, cytotoxicity flag
# Active calls of the source: *; ? = inconclusive; · = no result given; [ ] = remark or other dose.
mol	NOD1 NF-kB reporter	GPR55 activation	KOR beta-arrestin-1	KOR beta-arrestin-2	UTI89 phage lysis	NTR1 ag	NTR1 ag cell count 20 µM	GPR55 LPI antagonism	MgcRacGAP inhibition	GPR35 antagonists
CN(CC1CCN(CCc2cccc(C(F)(F)F)c2)CC1)C(=O)c1ccccc1	-19%	-0.3%	-33%[20 µM]	-5.3%	4.5%	-0.5	72	8%	8%	-6%
N=P(N1CCOCC1)(N1CCOCC1)C12CC3CC(CC(C3)C1)C2	-6%	-0.2%	6%	-6.7%	0.5%	0.4	47	6%	13%	1%
O=C(N(Cc1ccccc1)c1ccccn1)C12CC3CC(CC(C3)C1)C2	2%	-0.1%	-3%	-1.6%	0.0%	1.7	86	7%	7%	-12%
CCOc1ccc(NC(=O)CSc2nncc(=O)[nH]2)cc1	-18%	0.1%	-12%	-5.4%	0.1%	-0.7	38	2%	14%	2%
COc1ccc(OC)c(-c2nc3ccccc3nc2-c2ccccc2)c1	-6%	-0.1%	-10%	-1.1%	1.6%	-0.2	43	11%	9%	0%
COc1ccc(C2=NN(C(=O)CCC(=O)O)C(c3ccccc3F)C2)cc1 (stereo not given)	-26%	0.5%	-47%[20 µM]	-3.4%	0.1%	0.2	56	10%	9%	-7%
Cc1ccc(S(=O)(=O)N(CCCN2CCCC2=O)Cc2cc3c(C)ccc(C)c3[nH]c2=O)cc1	-3%	-0.1%	-25%	6.5%	-0.2%	1.2	83	-5%	8%	-12%
Cc1cccc(N2CC(C(=O)Nc3ccc(S(=O)(=O)N4CCOCC4)cc3)CC2=O)c1 (stereo not given)	-19%	-0.3%	-35%	3.0%	0.2%	-0.5	92	32%	-5%	6%
COc1ccc(N2CCN(C(=O)C3CCN(S(=O)(=O)N4CCOCC4)CC3)CC2)cc1	-12%	0.0%	-7%	-2.9%	0.5%	·	·	2%	18%	-5%
O=C(c1ccc(-c2nnc(-c3ccccc3)o2)cc1)N1CCCCCC1	-16%	-0.3%	9%	-0.7%	0.9%	-2.0	57	25%	7%	4%
Cc1ccc(N2C(=O)NC(NS(=O)(=O)c3ccccc3)(C(F)(F)F)C2=O)cc1 (stereo not given)	-20%	-0.2%	11%	1.0%	0.0%	-0.5	58	14%	3%	5%
C[C@H](NC(=O)C1(c2ccccc2)CCN(C(=O)[C@H]2CSCN2C(=O)OC(C)(C)C)CC1)C(=O)O	-6%	0.7%	-4%	-4.3%	0.0%	-0.5	57	13%	10%	22%
CCN(CC)S(=O)(=O)c1ccc(N/N=C(\C)c2ccncc2)c([N+](=O)[O-])c1	31%	-0.1%	2%	0.2%	0.5%	0.1	59	1%	4%	18%
COc1ccc(CN2C[C@H](Cc3ccccc3)[C@@H](CC(=O)Nc3ccccc3)C2=O)cc1	7%	0.0%	-3%[20 µM]	-2.6%	0.4%	-1.9	53	2%	8%	6%
Cc1cccc(NC(=O)CSC(N)=O)c1C	15%	0.3%	-2%	-2.7%	0.0%	0.0	36	6%	22%	9%
CCO[C@H]1OC(C(=O)Nc2ccccc2)=C[C@@H](c2csc3ccccc23)[C@@H]1CCCO	-31%	-0.2%	23%	1.2%	3.8%	13	78	20%	5%	-2%
COC(=O)c1cn(NC(=O)C2COc3ccccc3O2)c(=O)c2ccccc12 (stereo not given)	-1%	-0.1%	-5%	6.7%	0.3%	0.0	80	14%	0%	-1%
COc1ccc(-n2c(SC)nc(O)c(Cc3ccccc3)c2=O)cc1	·	-0.2%	-7%	0.4%	-0.9%	-0.9	53	9%	17%	8%
CC(C)NC(=O)c1c(O)c2ccccc2[nH]c1=O	-29%	0.0%	-44%	2.8%	3.4%	-0.7	49	-1%	-2%	0%
O=C1/C(=C/C=C/c2ccco2)SC(=S)N1c1ccc(O)cc1	5%	1.2%	30%	-0.5%	0.3%	2.3	53	0%	?	-2%
COC(=O)c1ccc(/C=N\n2c(C)nnc2C)cc1	5%	-0.3%	5%	-3.5%	-0.5%	-0.7	30	14%	-10%	0%
CCOC(=O)c1sc(N)c(C(=O)OC)c1C	-31%	-0.2%	-5%	0.4%	0.1%	-0.8	63	-18%	11%	-20%
COc1ccc(OC)c(NC(=O)CSC2=NCCS2)c1	-10%	-0.4%	-5%	-0.8%	0.5%	-0.3	48	5%	16%	-5%
Cc1ccc(S(=O)(=O)NNC(=O)c2ccncc2)cc1	-10%	-0.5%	35%	2.4%	1.6%[50 µM]	0.8	74	11%	8%	5%
COc1cccc(/C=C2\SC(=S)N(c3cccnc3)C2=O)c1OC	-2%	0.0%	8%	-3.9%	-0.2%	5.0	47	1%	10%	2%
O=C(NCc1ccco1)C1CC(c2ccc(Cl)c(Cl)c2)=NO1 (stereo not given)	-47%	0.3%	-432%[20 µM]	·	0.3%	4.0	37	-10%	2%	7%
O=c1c2c(-c3ccccc3)csc2ncn1/N=C/c1c2ccccc2cc2ccccc12	-64%	0.0%	20%	4.0%	-0.6%	9.9	70	12%	0%	-6%
CSc1nc(Sc2ccccc2Cl)c2ccccc2n1	-12%	-0.3%	3%	3.1%	0.9%	1.1	33	-15%	7%	0%
CCOc1ccc(/C=C2\SC(=O)N(CCNC(=O)C3COc4ccccc4O3)C2=O)cc1OC (stereo not given)	45%	-0.3%	9%	13%	-0.1%	5.8	86	1%	10%	6%
CC(C)c1ccc(NC2CCCN(C(=O)c3ccnn3C)C2)cc1 (stereo not given)	-19%	0.3%	-21%	0.1%	0.1%	-0.4	51	21%	9%	4%
CCOC(=O)CN1C(=O)S/C(=C/c2cc(C)n(-c3ccccn3)c2C)C1=O	-41%	-0.1%	15%	-2.7%	4.7%	-0.9	49	10%	4%	-10%
COCC(=O)c1[nH]c2ccccc2c1C	-7%	-0.3%	1%	-1.2%	-7.0%	-0.9	63	17%	1%	15%
COc1cccc(Oc2ccc(C(F)(F)F)cc2NC(=O)c2cccc(F)c2)c1	-18%	-0.3%	-21%	5.9%	0.6%[50 µM]	2.3	42	30%	-5%	6%
Cc1noc(/C=C/c2nn(C)cc2Cl)c1[N+](=O)[O-]	6%	-0.4%	16%	-6.4%	-0.9%	1.2	59	1%	-1%	3%
O=C(CCC(=O)N1CCCCC1)Nc1ccc(Cl)c(Cl)c1	-21%	0.3%	1%	-0.9%	0.3%[50 µM]	1.2	56	5%	3%	3%
Cc1nc2ccccc2c(=O)n1/N=C/c1ccc2ccccc2c1O	1%	0.0%	·	3.5%	0.1%	14	54	-8%	11%	5%
N#Cc1c(-c2ccc(F)cc2)nc2n(c1=O)CCS2	-12%	0.2%	-31%	-6.6%	-0.3%	-0.6	66	15%	13%	-11%
CCC(=O)Oc1ccc(C2NC(=O)c3ccccc3O2)cc1OC (stereo not given)	-8%	-0.1%	-23%[20 µM]	-3.7%	0.3%	-1.3	66	12%	13%	17%
COc1ccccc1NC1CCCCC1NS(=O)(=O)c1ccc(C)cc1 (stereo not given)	-10%	-0.2%	-28%	3.6%	0.1%	1.4	39	-13%	12%	-8%
CC(Sc1ccc(Cl)cc1)C(=O)NCc1ccc2c(c1)OCO2 (stereo not given)	-24%	0.0%	-23%	3.4%	0.0%	-1.3	61	-9%	3%	7%
COc1ccc(Cl)cc1C(=O)Nc1ccc2nc3n(c(=O)c2c1)CCCC3	-6%	0.0%	-44%	4.4%	-0.6%[50 µM]	7.2	109	0%	·	17%
COCCCNC(=O)C(C)N1c2cccc3cccc(c23)S1(=O)=O (stereo not given)	12%	-0.1%	-6%[20 µM]	-1.0%	0.4%	0.3	53	18%	0%	-3%
O=C(OC(C(=O)NCc1ccc2c(c1)OCO2)c1ccncc1)c1ccc(Cl)nc1 (stereo not given)	-30%	0.0%	5%	-2.5%	0.3%	-0.6	68	8%	-3%	-12%
Cc1nc2cc(NC(=O)Nc3ccccc3Cl)ccc2n1C	53%*	-0.1%	-3%	-5.2%	0.4%	0.5	58	-5%	8%	-4%
Cc1nn(CC#N)c(=O)n1-c1ccc(Cl)cc1	-16%	-0.3%	-3%	-4.9%	0.5%	1.1	54	12%	0%	4%
COc1ccc(C2/C(=C(/O)c3ccc(C)cc3)C(=O)C(=O)N2c2ccccn2)cc1 (stereo not given)	-9%	-0.1%	-9%	-2.2%	0.2%	-0.7	79	-3%	11%	2%
CC1CCCC(C)N1S(=O)(=O)c1ccc(NC(=O)c2ccccc2C(=O)N2CCOCC2)cc1 (stereo not given)	-8%	-0.2%	-6%	1.0%	-0.3%	0.6	42	25%	-4%	-1%
CN(CCc1ccccn1)C(=O)CCNC(=O)Cn1cnc2ccccc2c1=O	·	-0.5%	-25%	-1.6%	0.2%	-1.0	59	-1%	5%	-1%
Cn1c(NC(=O)C[n+]2cc(-c3ccc(F)cc3)n3c2CCC3)cc(=O)n(C)c1=O	-11%	-0.4%	-28%	-2.0%	1.1%	1.6	59	4%	8%	-4%
O=C(Nc1ccccc1-c1nnn(CC(=O)N2CCOCC2)n1)c1ccc(F)cc1	-7%	0.5%	-3%[20 µM]	-5.1%	0.3%	-0.7	73	-5%	3%	1%
O=c1c(C(c2ccc(Cl)cc2)c2c(O)nc3n(c2=O)CCS3)c(O)nc2n1CCS2	16%	-0.3%	21%	5.8%	0.0%	0.3	54	-3%	8%	-6%
O=C1C(=O)N(CC2CCCO2)C(c2ccccc2[N+](=O)[O-])/C1=C(/O)c1ccccc1 (stereo not given)	-26%	-0.1%	7%[20 µM]	·	-0.2%	0.5	35	0%	9%	7%
COc1ccc(NC(=S)Nc2cccc3cnccc23)cc1	-35%	0.1%	-24%	9.0%	1.6%[50 µM]	3.4	38	18%	12%	7%
O=C1C(Cl)=C(N2CCC(C(=O)O)CC2)C(=O)c2ccccc21	5%	0.0%	-12%	-0.7%	-0.4%[50 µM]	4.4	49	0%	18%	-4%
Cc1ccccc1CS(=O)(=O)c1ccc(C(=O)N2CCOCC2)cc1[N+](=O)[O-]	-12%	-0.3%	1%	-2.6%	1.5%	0.1	53	12%	-8%	0%

# Some of the compounds tested (hit frequency here may not be typical).
